proKLK7 act – activators of human kallikrein-7 zymogen; actives 0.9% (n = 370,000); AID 652039; activation, % at 7 µM; P49862; purified proKLK7, EDANS-DABCYL substrate fluorescence; 100% is mature enzyme control, 0% vehicle;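 active means activation above the mean of all tested compounds plus 3 SD, computed per campaign excluding outliers beyond control limits, cut at about 13% in these data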
PLC-beta3 inh – blocks human PLC-beta3 enzyme activity. Q01970. Purified PLC-beta3, fluorogenic substrate, fluorescence. inhibition, % at 12.2 µM. actives 0.18% (n = 370,000). AID 720704; in the data active means inhibition above about 11%;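 further: 0% = median of compound wells on plate and 100% = full blocker control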
Target sequence (Q01970 whole entry, looked up): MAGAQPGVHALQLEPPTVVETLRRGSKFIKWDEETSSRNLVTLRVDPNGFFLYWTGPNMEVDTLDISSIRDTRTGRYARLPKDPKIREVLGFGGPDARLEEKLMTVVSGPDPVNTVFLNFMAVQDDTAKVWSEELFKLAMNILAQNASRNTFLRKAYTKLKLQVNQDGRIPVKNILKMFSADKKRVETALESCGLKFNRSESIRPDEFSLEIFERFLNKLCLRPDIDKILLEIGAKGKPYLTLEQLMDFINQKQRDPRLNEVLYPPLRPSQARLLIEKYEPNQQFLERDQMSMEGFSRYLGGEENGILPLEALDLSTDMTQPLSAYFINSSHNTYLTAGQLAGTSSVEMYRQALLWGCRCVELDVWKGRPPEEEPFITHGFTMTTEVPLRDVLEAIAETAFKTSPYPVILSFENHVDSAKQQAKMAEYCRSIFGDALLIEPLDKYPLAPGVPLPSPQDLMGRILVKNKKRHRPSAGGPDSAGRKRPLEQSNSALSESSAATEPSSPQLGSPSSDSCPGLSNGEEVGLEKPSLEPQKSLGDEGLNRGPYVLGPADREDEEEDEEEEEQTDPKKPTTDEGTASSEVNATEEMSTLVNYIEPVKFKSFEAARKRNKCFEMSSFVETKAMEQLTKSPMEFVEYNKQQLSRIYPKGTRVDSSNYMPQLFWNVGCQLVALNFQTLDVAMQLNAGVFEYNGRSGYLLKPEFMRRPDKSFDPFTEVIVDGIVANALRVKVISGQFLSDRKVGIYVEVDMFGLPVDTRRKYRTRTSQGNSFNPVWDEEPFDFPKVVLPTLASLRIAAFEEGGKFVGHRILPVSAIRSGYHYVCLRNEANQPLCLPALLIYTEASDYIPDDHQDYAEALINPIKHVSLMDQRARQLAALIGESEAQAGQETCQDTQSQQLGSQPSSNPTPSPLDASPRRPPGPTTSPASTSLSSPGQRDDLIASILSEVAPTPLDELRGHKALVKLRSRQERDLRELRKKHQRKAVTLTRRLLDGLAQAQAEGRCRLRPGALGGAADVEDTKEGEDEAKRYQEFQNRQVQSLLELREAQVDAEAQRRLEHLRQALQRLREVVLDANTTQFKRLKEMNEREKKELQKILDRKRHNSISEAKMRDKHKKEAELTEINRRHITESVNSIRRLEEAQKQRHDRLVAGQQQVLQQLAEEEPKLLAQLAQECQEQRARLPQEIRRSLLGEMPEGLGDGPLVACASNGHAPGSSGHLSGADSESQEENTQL
Tn6 DDE FP – disrupts Tn6 cyclic peptide binding to fibrin D-Dimer-E complex | P02675 | actives 0.21% (n = 370,000) | inhibition, % at 8.3 µM | Fibrin DD(E) TRITC-Tn6 fluorescence polarization displacement;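 active means inhibition above a per-campaign cutoff: mean of compounds within control limits plus 3 SD, cut at about 15% in these data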;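 further: 0% = median of all compound wells on the plate and 100% = blocking peptide control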
ASAP1 GAP inh – blocks human ASAP1-stimulated Arf1 GTP hydrolysis; inhibition, % at 16.5 µM; actives 0.19% (n = 360,000); GDP FP detection; in the data active means inhibition above about 25%;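 further: 0% = vehicle with enzyme and substrate and 100% = no enzyme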
Rev-erbA mod – modulates human Rev-erb alpha binding to DNA; Rev-erbα–FITC-DNA binding, fluorescence polarization, 90 min; actives 0.79% (n = 370,000); activity, % at 10 µM;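 active means activity above about 14%, limit read from the data; passing the limit was not always enough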;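 further: 0% = DMSO wells with 35 nM protein and 100% = DMSO wells with 750 nM protein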
HGIII-sPLA2 inh – Inhibits HGIII-sPLA2 liposome hydrolysis, primary screen | Q9NZ20 | QFRET BODIPY PC-A2 liposome hydrolysis, fluorescence | inhibition, % at 12.2 µM | actives 0.56% (n = 370,000) | AID 743126;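 active means inhibition above mean plus 3 SD of compounds lying within the high and low control bounds, cut at about 19% in these data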;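 further: 0% = median of test compound wells and 100% = no enzyme DMSO wells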
UHRF1 MBD2 ctr – human UHRF1 methylated DNA binding inhibitors; UHRF1 binding to methylated oligo, TR-FRET; Q96T88; inhibition, % at 4.4 µM; actives 0.75% (n = 370,000); in the data active means inhibition above about 21%;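 further: UHRF1 SRA domain binding a hemimethylated CpG hairpin DNA probe; 0% = median of test compound wells and 100% = reference inhibitor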
PLC-gamma1 inh – blocks human PLC-gamma1 enzyme activity; P19174; purified PLC-gamma1, fluorogenic substrate, fluorescence; inhibition, % at 12.2 µM; actives 0.84% (n = 370,000); in the data active means inhibition above about 9.5%
Tn7 DDE FP – DD(E)-Tn7 binding inhibition, primary FP screen; P02675; FP displacement of FITC-Tn7 peptide from fibrin DD(E); 0% = median of compound wells per plate; inhibition, % at 8.3 µM; actives 0.13% (n = 370,000);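 active means inhibition above the mean of compounds falling within the control limits plus 3 SD of them, cut at about 14% in these data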;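 further: 0% = plate median of compound wells and 100% = 10 µM Aha-Tn7 peptide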
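Assay system: human fibrin DD(E). Input: DD(E) 2 µM final. Medium: Tris buffer with calcium and detergent, pH 7.8. Compound dosing: single point at 8.3 µM. Timing: 10 min plus 3 h, room temperature. Technique: fluorescence polarization of the labelled Tn7 tracer. Read-out: percent inhibition. Replicates: singlicate testing.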
ARFGAP1 inh – rat ARFGAP1 inhibition; Q62848; Arfgap1-stimulated ARF1 GTP hydrolysis, GDP FP detection; inhibition, % at 16.5 µM; actives 0.26% (n = 360,000);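 active means inhibition above a per-plate limit, mean inhibition of low control wells plus 3 SD, cut at about 25% in these data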;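 further: 0% = DMSO wells with enzyme and 100% = wells lacking Arfgap1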
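system = rat Arfgap1 catalytic domain, aa 1-136 | technique = FP, GDP Alexa 633 tracer displaced from anti-GDP antibody, 620/688 nm | compound = one concentration, 16.5 µM, DMSO 1.26% | medium = HEPES-based buffer, pH 7.5 | timing = compound-enzyme preincubation 20 min, reaction 120 min, detection 60 min, 25 °C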
* marks the source's active call; other numbers are inactive results.

Molecule,proKLK7 act,PLC-beta3 inh,Tn6 DDE FP,ASAP1 GAP inh,Rev-erbA mod,HGIII-sPLA2 inh,UHRF1 MBD2 ctr,PLC-gamma1 inh,Tn7 DDE FP,ARFGAP1 inh
O=C(NC(=S)NCc1nc2ccccc2[nH]1)c1ccccc1F,-4.0,-33.0,-5.8,-4.5,-4.6,-6.9,-3.7,-25.3,-5.5,-3.9
CN1CCN(C(=O)c2cc3c(c(-c4cccc(-c5cccnc5)c4)n2)[C@H](CCO)N(C(=O)CC2CC2)C3)CC1,0.6,-1.8,-3.9,11.1,10.5,3.1,-0.8,4.1,-5.9,-5.2
COc1cc(/C=C2\SC(=S)N(Nc3ncc(C(F)(F)F)cc3Cl)C2=O)ccc1O,2.8,-161.9,-8.0,7.1,-8.3,-24.5,-8.3,-118.4,-4.5,8.9
CCOC(=O)C1CCCN(CC(O)COc2cccc(C)c2)C1 (configuration not stated),-0.5,6.7,4.3,2.3,-3.4,2.7,0.2,5.0,-0.1,-4.8
N#Cc1cccc(NC(=O)COC(=O)CCc2nc3ccccc3c(=O)[nH]2)c1,0.1,-8.1,6.2,8.3,0.9,-0.6,0.2,-1.1,-2.6,8.7
O=C(CCN1C(=O)C2CC=C(Cl)CC2C1=O)Nc1ccccc1O (configuration not stated),-0.2,-1.4,3.1,6.0,1.8,-2.1,2.8,2.9,-1.0,4.4
Cc1cccn2c(CN(C)CC3Cc4ccccc4O3)c(C(=O)N3CCCCC3)nc12 (configuration not stated),0.6,-10.2,-4.5,-18.6,-1.3,5.8,8.2,-2.4,0.9,5.4
COc1ccc(S(=O)(=O)N2CCCCC2)cc1NC(=O)CN(C)C1CCCCC1,0.0,-5.2,-3.5,-4.1,3.1,-9.7,4.0,-0.6,0.6,14.4
CCc1ccc(/C=C/c2c([N+](=O)[O-])c(=O)n(C)c(=O)n2C)cc1,-0.4,-4.0,11.3,4.3,-3.3,-5.6,1.4,4.7,-1.0,-6.4
COc1ccc(S(=O)(=O)N2CCN(Cc3cc4c(cc3Br)OCCO4)CC2)cc1,0.5,-6.1,5.5,-0.2,0.4,-10.0,2.8,1.0,4.9,4.4
C=CCn1c(O)c(N=NC(=O)c2ccccc2NS(=O)(=O)c2cccs2)c2ccccc21,0.2,0.1,-1.8,-10.3,-3.0,-0.9,-1.0,-0.6,6.3,-7.8
CC(=O)c1ccc(OCCCC(=O)Nc2cccc(-c3nn[nH]n3)c2)cc1,0.2,-5.2,2.0,18.0,1.7,-5.6,1.0,0.9,-1.6,-4.9

Quoted at random: 2 entries already listed
Molecule,proKLK7 act,PLC-beta3 inh,Tn6 DDE FP,ASAP1 GAP inh,Rev-erbA mod,HGIII-sPLA2 inh,UHRF1 MBD2 ctr,PLC-gamma1 inh,Tn7 DDE FP,ARFGAP1 inh
O=C(CCN1C(=O)C2CC=C(Cl)CC2C1=O)Nc1ccccc1O (configuration not stated),-0.2,-1.4,3.1,6.0,1.8,-2.1,2.8,2.9,-1.0,4.4
N#Cc1cccc(NC(=O)COC(=O)CCc2nc3ccccc3c(=O)[nH]2)c1,0.1,-8.1,6.2,8.3,0.9,-0.6,0.2,-1.1,-2.6,8.7

Additional structures follow.
Molecule,proKLK7 act,PLC-beta3 inh,Tn6 DDE FP,ASAP1 GAP inh,Rev-erbA mod,HGIII-sPLA2 inh,UHRF1 MBD2 ctr,PLC-gamma1 inh,Tn7 DDE FP,ARFGAP1 inh
CCN1CCCC1CNC(=O)CCc1nc(-c2ccc(C)cc2)no1 (configuration not stated),-0.7,1.1,3.4,14.6,5.2,3.6,6.8,10.5*,-3.6,2.5
Cc1ccc(N=Cc2c(O)cc(C)oc2=O)c(C)c1,-1.1,-2.8,0.1,2.0,2.1,-1.3,-4.8,-5.8,1.7,-5.4
O=C(NC1CC1)c1ccc(NS(=O)(=O)c2ccc(F)cc2)cc1,0.1,-13.6,-3.1,11.4,-5.4,1.8,1.4,5.8,0.9,1.5
Cc1nc(SCC(=O)c2c(N)n(C3CC3)c(=O)[nH]c2=O)[nH]c(=O)c1CCO,0.1,-6.2,2.2,14.0,5.6,8.6,-0.2,-0.9,3.4,-0.1
COc1ccc(/C=C/C(=O)Nc2ccc(N3CCOCC3)cc2)cc1,0.7,1.1,-5.6,-16.8,-0.8,1.8,2.9,-0.4,-1.5,-9.9
COCCn1c(SCC(=O)NCC2CCCO2)nc2c(c1=O)SC(C)C2 (configuration not stated),-0.6,-1.3,-12.7,8.8,-7.8,19.7*,6.8,4.0,1.3,15.5
CCOC(=O)C1=C(C)Nc2ncnn2C1c1ccc2c(c1)OCO2 (configuration not stated),0.3,-2.9,5.9,-1.5,-2.5,-2.3,-0.6,-1.8,4.3,-6.1
Nc1n[nH]c(C2CC2)c1N=Nc1ccc(Cl)cc1,0.4,-2.3,4.4,8.0,-1.7,3.2,-0.4,2.9,-8.3,11.7
O=c1c2cnn(-c3ccccc3)c2nc(-c2ccco2)n1-c1ccccc1,-0.2,-2.5,-1.0,4.4,-3.4,2.3,-0.1,-0.1,-5.3,7.6
CCn1c(=S)sc2c(=O)n(CC(=O)Nc3cc(OC)ccc3OC)c(C)nc21,-0.3,-3.8,-5.0,-0.1,2.4,1.2,2.8,2.2,-4.9,-7.5
COc1ccccc1C=NNC(=O)C(=O)NN=Cc1ccccc1OC,-17.8,-20.6,-0.1,-9.5,0.0,13.7,0.3,-12.8,2.5,-0.4
CC(=O)/C(=N/Nc1ccccc1Cl)Sc1nnc(C(O)c2ccccc2)n1-c1ccccc1 (configuration not stated),0.1,5.4,-0.8,1.6,1.1,5.3,-2.6,1.9,-4.7,8.9
O=C(NNS(=O)(=O)c1ccccc1)c1cccs1,0.1,1.9,2.1,-4.3,2.1,2.1,0.3,2.2,4.0,10.0
NC(=O)C1CCN(C(=O)c2ccc(CS(=O)(=O)c3c(Cl)cccc3Cl)o2)CC1,0.5,0.7,12.9,0.0,2.1,-1.7,1.8,1.4,3.3,2.3
Cc1ccc(NC2CCCN(C(=O)c3c(C)noc3C)C2)cc1C (configuration not stated),-0.9,-5.9,-0.6,3.4,10.1,-1.4,-3.2,6.5,2.8,4.6
CC(C)(C)c1ccc(C(=O)N2CCN(c3nc4ccccc4o3)CC2)cc1,0.0,5.6,-7.9,-3.8,-13.9,6.2,1.5,8.6,1.8,7.0
CSc1ccccc1NC(=O)CCn1c(=O)oc2ccccc21,-0.3,-3.2,-7.7,0.6,4.3,-0.1,-2.2,0.2,-1.2,11.5
CN(C)c1ccc(NC(N)=S)cc1,0.9,0.8,2.2,17.4,-1.1,7.8,-1.9,1.3,1.3,0.2
O=C(O)CCNC(=O)c1ccc(NC(=O)C(c2ccccc2)c2ccccc2)cc1,0.9,-4.3,-12.6,-3.5,6.7,-1.4,0.6,3.0,3.7,-9.0
CC(C)CN1C(=O)c2ccc(C(=O)Nc3c[nH]c(=O)[nH]c3=O)cc2C1=O,0.3,8.1,-7.8,-1.2,-2.4,7.2,-1.9,6.8,3.1,-0.6
O=C1CCc2cc(S(=O)(=O)N3CCC(C(=O)NC4CCCc5ccccc54)CC3)ccc2N1 (configuration not stated),0.1,-5.5,-4.6,13.4,-1.8,13.1,2.5,-3.5,7.7,3.4
NC(=O)C1=C(N=C2CCCCC2)CCCC1,-1.2,-12.7,4.0,0.1,0.3,1.2,-1.4,-9.8,-7.3,3.3
CCOC(=O)CC(NC(=O)c1cc2cc(Br)ccc2oc1=O)c1cccc([N+](=O)[O-])c1 (configuration not stated),-0.1,2.1,6.0,2.1,0.7,4.2,-0.9,2.0,-2.5,10.3
CC(=O)Nc1ccc(S(=O)(=O)NCCS(=O)(=O)N2CCN(c3ccccc3)CC2)cc1,0.3,-6.2,1.4,-12.1,-5.2,0.0,1.4,0.2,0.7,14.4
CCSc1ccc(-c2cccc([N+](=O)[O-])c2)nn1,-0.7,-0.9,-10.6,8.6,5.5,2.4,0.5,2.5,-3.6,3.6
COC(=O)COc1ccc2c(=O)c(-c3ccccc3)coc2c1,0.5,-5.2,2.1,-2.7,-0.3,-7.1,-0.6,-0.5,-2.3,2.9
O=S(=O)(c1ccc(Cl)cc1)N1CCC(n2cccc2)CC1,0.6,1.1,-10.4,0.3,1.4,-36.2,0.6,-1.8,2.6,-10.5
COC(=O)[C@@]1(Cc2ccc(F)cc2)[C@H]2c3cc(C(=O)N(C)C)n(CC4CC4)c3C[C@H]2CN1C(=O)c1ccccc1,1.2,-13.1,-8.4,6.3,-1.6,-7.7,3.3,-9.9,3.5,-5.9
O=C(OCCN1C(=O)c2ccccc2C1=O)c1cnccn1,-0.5,-3.5,-8.3,6.6,2.9,18.0,7.2,1.0,2.3,1.5
Cn1c(=O)oc2ccccc2c1=O,2.4,3.2,-7.3,-8.8,8.2,0.9,1.7,3.5,-1.3,-1.2
COc1cccc(Nc2nc(C(N)Cc3ccc(C(F)(F)F)cc3)cs2)n1 (configuration not stated),-0.1,3.4,3.2,5.3,0.4,5.5,2.3,7.4,-7.4,5.9
O=C(COC(=O)c1cccc(S(=O)(=O)N2CCOCC2)c1)Nc1ncc(C(F)(F)F)cc1Cl,0.1,-6.8,1.8,-4.8,-1.9,-5.5,-2.1,-5.4,-12.0,-2.6
COc1ccccc1NC(=O)C1CCCN(S(=O)(=O)c2ccc(-n3cnnn3)cc2)C1 (configuration not stated),0.5,-8.4,-3.8,8.1,1.3,5.6,1.4,-1.1,8.1,-6.5
Fc1ccc(/C=N/n2c(COc3ccccc3)n[nH]c2=S)cc1,-0.8,-5.9,0.4,2.8,1.9,8.9,1.2,0.0,1.7,9.9
COc1ccccc1-c1nnc(SCC(=O)c2c(N)n(C3CC3)c(=O)[nH]c2=O)o1,-0.2,-8.3,7.0,-21.9,-5.6,0.2,-1.4,-4.3,9.9,0.8
COc1ccc(OC)c(S(=O)(=O)N2Cc3ccccc3CC2C(=O)Nc2nccs2)c1 (configuration not stated),0.5,0.7,-1.0,-4.7,2.9,-5.7,1.2,1.4,2.2,11.8
Cc1ccc(SCc2nc(N)nc(Nc3ccccc3C)n2)c(C)c1,0.0,1.8,0.6,1.0,-2.0,-10.7,-2.1,1.1,-0.3,-17.2
CCCn1c(CNC(=O)Cc2ccccc2)nc2ccccc21,0.8,0.6,-8.3,8.7,0.4,6.1,0.3,3.5,-7.5,-2.4
NC(=O)C1(Nc2ccccc2)CCCC1,-0.2,0.2,-1.1,-4.0,-2.8,-3.1,3.0,3.1,-1.6,-1.0
Cc1cc(C(=O)OCC(=O)Nc2ccc(F)c(F)c2)c(C)o1,-0.3,-1.0,-1.5,-9.9,4.6,-2.5,1.9,4.5,-5.3,3.9
CCc1cccc(NC(=O)C2CC2c2ccccc2)c1 (configuration not stated),0.8,-3.2,0.0,-12.6,-7.0,-2.6,-1.3,-0.1,8.0,-0.1
CCN1CCN(Cc2ccc(NC(=O)c3ccc(C)c(NC(=O)c4nccn4C)c3)cc2C(F)(F)F)CC1,-0.4,2.7,-11.6,-2.3,-3.1,-4.5,2.6,1.1,-1.5,4.8
